Assay outcomes from PubChem.
NadD block – inhibitors of S. aureus NadD, primary screen, biochemical, colorimetric, uHTS | Nicotinate-nucleotide adenylyltransferase NadD (Staphylococcus aureus N315) | purified NadD enzyme, colorimetric absorbance read-out | 360,000 tested, 0.78% active | inhibition, % at 20 µM; in the data active = inhibition above about 26%; note: some compounds past the cut are filed as inactive
CSN deneddyl inh – inhibitors of CSN-mediated cullin deneddylation, primary screen, biochemical, fluorescence polarization, uHTS; COP9 signalosome complex subunit 5 (Homo sapiens), Q92905; inhibition, % at 12.5 µM; Purified CSN, SCF-Nedd8-OG deneddylation; 360,000 tested, 0.38% active;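 active = pattern-corrected inhibition above about 35%, with an unprinted fluorescence ratio check between 0.5 and 1.5, limit read from the data, passing the limit was not always enough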;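 note: 0% = enzyme with substrate and 100% = substrate without enzyme; some results filed as inactive read as strong as hits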
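Material: human Csn5 produced in HEK293T cells; Input: enzyme 0.24 nM; Reagent: SCFSkp2-Nedd8OG substrate at 10 nM final; Dosing: 12.5 µM compound; Incubation: 90 min reaction at room temperature; Detection: fluorescence polarization of the substrate; Evaluation: % inhibition of substrate cleavage by Csn5; Control set: substrate-only high control, full reaction low control.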
Rin1 Abl inh – inhibitors of Rin1-Abl protein binding, primary screen, biochemical, TR-FRET; Tyrosine-protein kinase ABL1 (Homo sapiens) + Ras and Rab interactor 1 (Homo sapiens), …; inhibition, % at 7.35 µM; 360,000 tested, 0.4% active; AID 588664, 2011; in the data active = inhibition above about 5%, passing the limit was not always enough
STEP inh – STEP phosphatase inhibitors, primary screen, biochemical, fluorescence intensity, uHTS; Tyrosine-protein phosphatase non-receptor type 5 (Homo sapiens), P54829; recombinant STEP, OMFP fluorogenic substrate; inhibition, % at 20 µM; 360,000 tested, 0.25% active;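 active = inhibition at 20 µM, scaled per plate between control wells, above about 37%, limit read from the data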;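 note: 0% = DMSO with enzyme and substrate and 100% = substrate only without enzyme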
Target sequence (P54829 whole entry, looked up): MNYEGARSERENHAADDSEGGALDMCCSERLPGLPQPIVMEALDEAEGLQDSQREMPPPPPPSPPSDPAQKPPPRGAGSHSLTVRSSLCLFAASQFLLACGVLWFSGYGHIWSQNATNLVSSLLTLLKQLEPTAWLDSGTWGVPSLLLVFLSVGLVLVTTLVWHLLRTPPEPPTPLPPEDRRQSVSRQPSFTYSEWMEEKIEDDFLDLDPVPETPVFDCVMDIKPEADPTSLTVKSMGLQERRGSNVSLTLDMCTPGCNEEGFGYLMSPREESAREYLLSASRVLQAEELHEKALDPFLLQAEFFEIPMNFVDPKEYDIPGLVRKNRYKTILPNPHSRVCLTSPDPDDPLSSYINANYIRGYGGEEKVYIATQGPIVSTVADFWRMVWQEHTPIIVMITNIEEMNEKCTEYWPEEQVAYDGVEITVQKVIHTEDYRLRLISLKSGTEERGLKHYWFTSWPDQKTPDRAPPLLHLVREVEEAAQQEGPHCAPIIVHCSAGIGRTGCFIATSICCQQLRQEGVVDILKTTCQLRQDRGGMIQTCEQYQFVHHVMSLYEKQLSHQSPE
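Assay system: isolated STEP enzyme / Timing: 20 min at room temperature, dark / Doses: 20 µM, 1% DMSO / Technique: fluorescence intensity, excitation 480 nm, emission 540 nm / Reagent: fluorogenic phosphatase substrate OMFP at 25 µM final / Measure: percent inhibition scaled to no-enzyme and uninhibited-enzyme controls, plate-pattern corrected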
Rpn11 block – Rpn11 (PSMD14) deubiquitinase inhibitors, primary screen, biochemical, fluorescence polarization, uHTS | human 26S proteasome, Ub4-pepOG fluorescence polarization; 20S core pre-blocked with epoxomicin | calls only at 20 µM | 360,000 tested, 0.59% active | AID 588493, 2011;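 active = inhibition at 20 µM, scaled to each plate's controls, above about 33%, limit read from the data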
Target sequence (O00487 whole entry, looked up): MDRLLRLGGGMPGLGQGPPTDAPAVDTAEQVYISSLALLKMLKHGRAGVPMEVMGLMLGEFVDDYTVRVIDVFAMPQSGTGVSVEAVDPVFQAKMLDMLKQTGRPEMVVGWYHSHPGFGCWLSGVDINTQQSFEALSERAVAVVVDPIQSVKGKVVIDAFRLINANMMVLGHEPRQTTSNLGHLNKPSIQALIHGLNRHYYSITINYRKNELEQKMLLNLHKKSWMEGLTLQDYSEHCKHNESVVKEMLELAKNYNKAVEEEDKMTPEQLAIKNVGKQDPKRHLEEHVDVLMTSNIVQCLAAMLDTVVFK
SUMO1 PPI mod – modulators of SUMO1 protein-protein interactions, primary screen, biochemical, uHTS | Small ubiquitin-related modifier 1 (Homo sapiens), P63165 | SUMO1 binding to a labelled peptide, TR-FRET, 1 h | inhibition, % at 20 µM | 360,000 tested, 0.33% active | AID 602429, 2012; in the data active = inhibition above about 37%
Target sequence (P63165 whole entry, looked up): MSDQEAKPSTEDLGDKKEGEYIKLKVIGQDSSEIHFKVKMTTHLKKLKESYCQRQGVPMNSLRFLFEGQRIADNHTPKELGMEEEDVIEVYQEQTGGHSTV
LMPTP block – LMPTP phosphatase inhibitors, primary screen, biochemical, fluorescence intensity, uHTS. 360,000 tested, 0.22% active. inhibition, % at 20 µM. recombinant LMPTP-A, OMFP fluorogenic substrate. Low molecular weight phosphotyrosine protein phosphatase (Homo sapiens), P24666;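 active = compounds that cut the enzyme signal by at least half of the control window in the single-dose screen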;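 note: plate controls were DMSO wells with enzyme plus substrate for no effect and substrate without enzyme for full effect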
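Assay system: LMPTP-A, protein tyrosine phosphatase of low molecular weight / Medium: pH 6.0 Bis-Tris buffer with DTT and Triton X-100 / Schedule: 50 min enzyme reaction at room temperature, protected from light / Measured by: endpoint fluorescence intensity from OMFP dephosphorylation / Read-out basis: % inhibition relative to no-enzyme and uninhibited control wells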
DNMT1 block – human DNMT1 methyltransferase inhibitors, primary screen, biochemical, molecular beacon, fluorescence, HinP1I cleavage, uHTS; 360,000 tested, 0.83% active; DNA (cytosine-5)-methyltransferase 1 (Homo sapiens), P26358; AID 588458, 2011; inhibition (reported as % activation of signal), % at 10 µM; in the data active = inhibition above about 50%
Scp1 inh – Scp-1 phosphatase inhibitors, primary screen, biochemical, colorimetric, uHTS. Carboxy-terminal domain RNA polymerase II polypeptide A small phosphatase 1 (Homo …. Recombinant Scp1, phosphopeptide, malachite green phosphate absorbance. inhibition, % at 20 µM. 340,000 tested, 0.88% active;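 active = inhibition above about 50% at 20 µM, limit read from the data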;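 note: plate controls were DMSO wells with enzyme for no effect and wells lacking enzyme for full effect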
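Assay system: SCP-1 catalytic fragment, aa 76-261 | Buffer or medium: Tris acetate buffer pH 5.5 with MgCl2 and Tween-20 | Compound: One concentration, 20 µM, with 1.0% DMSO | Also added: Phospho 17-mer peptide substrate | Signal: Absorbance at 630 nm | Incubation: 45 min enzyme reaction at room temperature | Measure: % inhibition of SCP-1 phosphate liberation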
Neddyl block – inhibitors of cullin neddylation, primary screen, biochemical, TR-FRET, uHTS, NAE and Ubc12. NEDD8-conjugating enzyme Ubc12 (Homo sapiens) + NEDD8-activating enzyme E1 regulatory …. calls only at 25 µM. 360,000 tested, 0.58% active; in the data active = inhibition above about 36%
* hit, by the source's call; i = inactive; · = not tested or not shown.

Structure	NadD block	CSN deneddyl inh	Rin1 Abl inh	STEP inh	Rpn11 block	SUMO1 PPI mod	LMPTP block	DNMT1 block	Scp1 inh	Neddyl block
CC1CC2(C)Oc3ccccc3CC2C(C)C1CNCCCN(C)C (configuration not stated)	-6	3	-2	-1	i	0	-3.6	-1	-1	i
O=C(CCCOc1ccccc1)Nc1cccc(S(=O)(=O)N2CCCCC2)c1	-6	-1	-1	2	i	10	1.0	-3	-13	i
O=C(CS(=O)c1ccc(F)cc1)N1CCOCC1 (configuration not stated)	-2	2	0	-1	i	7	-0.5	2	-10	i
Cc1nn(-c2ccccc2)c(C)c1NC(=O)COC(=O)Cc1cccc(C(F)(F)F)c1	-3	-5	0	0	i	6	-0.4	1	-4	i
CC(=O)NC1CC2CCCC(C1)N2S(=O)(=O)c1ccccc1 (configuration not stated)	0	-6	3	1	i	1	-0.1	0	-3	i
COc1ccc(NC(=O)N2CCC(C(=O)c3ccc4c(c3)OCCO4)CC2)cc1	-6	1	3	-1	i	-7	-1.1	0	-3	i
O=C1C=CC2(O[C@H](c3ccccc3)[C@@H](c3ccccc3)O2)[C@H](Sc2ccccc2O)C1	5	17	6	1	i	7	0.8	-6	-2	i
CC(C)CCOC(=O)C1[C@H]2C(=O)N(Cc3cccs3)C[C@]23C=C[C@H]1O3 (some centres not stated)	-2	-2	-1	-2	i	5	-0.5	-2	-2	i

Arranged by number of heavy atoms (highest first): some entries from above
Structure	NadD block	CSN deneddyl inh	Rin1 Abl inh	STEP inh	Rpn11 block	SUMO1 PPI mod	LMPTP block	DNMT1 block	Scp1 inh	Neddyl block
CC1CC2(C)Oc3ccccc3CC2C(C)C1CNCCCN(C)C (configuration not stated)	-6	3	-2	-1	i	0	-3.6	-1	-1	i
CC(=O)NC1CC2CCCC(C1)N2S(=O)(=O)c1ccccc1 (configuration not stated)	0	-6	3	1	i	1	-0.1	0	-3	i
O=C(CS(=O)c1ccc(F)cc1)N1CCOCC1 (configuration not stated)	-2	2	0	-1	i	7	-0.5	2	-10	i

Next part:
Structure	NadD block	CSN deneddyl inh	Rin1 Abl inh	STEP inh	Rpn11 block	SUMO1 PPI mod	LMPTP block	DNMT1 block	Scp1 inh	Neddyl block
COc1cc(C(=O)Nc2cccc(S(=O)(=O)N3CCCC3)c2)c([N+](=O)[O-])cc1OC	-1	0	1	-4	i	-21	-6.2	1	-6	i
COc1ccccc1NC(=O)c1cnc2n(c1=O)CCS2	-1	17	1	-5	i	-1	-0.4	2	-8	i
CCN(CC)C(=O)C1=C(C)N(CCC2=CCCCC2)C(=O)C(CC(=O)NCc2ccco2)C1 (configuration not stated)	5	3	-2	-4	i	1	-1.0	3	·	i
S=C(NCCCN1CCOCC1)Nc1cccc(-c2nnc3n2CCCCC3)c1	-4	4	0	42*	i	2	-0.1	12	-1	i
CC(=O)NC(=S)Nc1ccc(NC(=S)NC(=O)/C=C/c2ccco2)cc1	11	3	0	8	i	-2	11	8	-7	i
CN(C)/C=N/c1cc(=O)[nH]c(=O)n1Cc1ccccc1	-6	-1	1	2	i	-2	-0.8	7	-6	i
CCOC(=O)N1CCN(C2CCCN(C(=O)c3ccccc3SC)C2)CC1 (configuration not stated)	3	4	1	-2	i	4	-1.6	-1	-9	i
Cc1csc(SCC(=O)NC2CCCC2)n1	-6	-3	5	2	i	6	0.2	2	-5	i
O=C(CSc1n[nH]c(-c2ccc(Br)cc2)n1)N1CCOCC1	3	2	5	-2	i	1	-0.1	0	-4	i
NC(=O)C(=O)NN=C1CCC(c2ccccc2)CC1 (configuration not stated)	3	-1	2	2	i	-2	-2.6	4	-5	i
COc1ccc2[nH]cc(C(=O)CCl)c2c1	5	7	-1	-3	i	-3	-1.3	3	-11	i
CCn1c(SCC(=O)NCC2CCCO2)nnc1-c1c[nH]c2ccccc12 (configuration not stated)	0	-6	2	4	i	-2	-2.5	1	0	i
CC(C)N1CCC(N2CCN(Cc3cccnc3)CC2CCO)CC1 (configuration not stated)	-5	1	-4	-4	i	-3	-6.2	-2	-13	i
O=C(CSc1nc(-c2ccccc2)c(-c2ccccc2)[nH]1)NCC1CCCO1 (configuration not stated)	-3	2	-6	6	i	1	-0.7	0	0	i
O=C(Nc1cccnc1)c1cccc(S(=O)(=O)N2CCCCC2)c1	-6	-2	2	4	i	1	0.1	1	-6	i
COc1ccc(CN2C(=O)C(CC(=O)NC(c3ccccc3)c3ccccc3)CC(C(=O)N(C(C)C)C(C)C)=C2C)cc1 (configuration not stated)	5	7	0	1	i	0	3.2	-7	·	i
O=C(Cn1ccc2ccccc21)Nc1ccc2c(c1)OCO2	-2	1	1	2	i	4	0.4	-1	-5	i
Nc1ccc(C(=O)N/N=C/c2cn(Cc3ccccc3F)c3ccccc23)cc1	5	6	3	4	i	4	2.7	-1	-15	i
O=C(Cc1ccc(F)cc1)NCCc1ccc(F)cc1	-7	-2	2	-6	i	1	-1.0	3	0	i
CC1=C(C#N)CCC(=O)N1Cc1ccc(C)cc1	-2	-3	-1	2	i	11	-0.3	-1	-11	i
CCOc1ccc(NS(=O)(=O)c2ccc3c(c2)oc(=O)n3C)cc1	-4	2	-3	2	i	3	0.2	-4	-10	i
O=C(CCSc1nc(-c2ccco2)cc(C(F)(F)F)n1)NCc1cccs1	-8	1	-1	1	i	-4	3.1	-6	-3	i
CC(C)c1cc(C(=O)O)on1	-3	-1	-3	-1	i	2	-2.8	2	5	i
O=c1oc(-c2ccco2)nc2sc3c(c12)CCCC3	-3	11	0	2	i	-7	1.1	19	0	·
O=C(CSc1ccc([N+](=O)[O-])cn1)Nc1ccc2[nH]c(=O)[nH]c2c1	-7	-4	-2	-3	i	-13	0.0	2	-8	i
COc1ccc(CC(=O)OCN2C(=O)c3ccccc3C2=O)cc1	-2	-2	1	-1	i	-3	-0.8	3	-10	i
COc1cc(C(=O)OCC(=O)NC(N)=O)cc(CN2C(=O)c3ccccc3C2=O)c1OC	3	-4	-3	-5	i	-7	-0.6	3	8	i
CCN(CC)c1cc(CS(=O)c2ccccc2)nc(-c2ccccc2)n1 (configuration not stated)	5	-1	-1	-4	i	-2	0.6	-5	11	i
O=C(NC(c1ccccc1)c1ccccc1)c1ccc(CO)cc1	-1	-2	2	-2	i	0	1.3	-3	-3	i
O=C(/C=C/c1ccccc1)Nc1cccnc1	-2	-5	-2	0	i	-11	-0.6	0	-2	i
C[C@@H]1[C@H]2[C@@H]3CC[C@@H](C3)[C@H]2CN[C@H]1c1cn(Cc2ccccc2)c2ccccc12	1	28	-6	1	i	-8	0.0	5	7	i
CCc1nnc(SCC(=O)Nc2ccc3ccccc3c2)n1N	1	-1	1	-1	i	-5	-1.9	2	0	i

Quoted from the listing:
Reading for CCc1nnc(SCC(=O)Nc2ccc3ccccc3c2)n1N under NadD block: 1
Reading for CCN(CC)c1cc(CS(=O)c2ccccc2)nc(-c2ccccc2)n1 (configuration not stated) under LMPTP block: 0.6
Reading for O=C(NC(c1ccccc1)c1ccccc1)c1ccc(CO)cc1 under DNMT1 block: -3

(list continues)
| Molecule | NadD block | CSN deneddyl inh | Rin1 Abl inh | STEP inh | Rpn11 block | SUMO1 PPI mod | LMPTP block | DNMT1 block | Scp1 inh | Neddyl block |
| --- | --- | --- | --- | --- | --- | --- | --- | --- | --- | --- |
| Cc1nc2ccc(NS(=O)(=O)c3ccc(C)c(C)c3)cc2s1 | 1 | 2 | -2 | -1 | i | 3 | 1.4 | -6 | -6 | i |
| O=C(O)c1ccccc1C(=O)NCC(O)COCC1CC=CCC1 (configuration not stated) | 0 | 1 | 1 | 1 | i | -2 | -1.1 | 8 | -4 | i |
| Cc1ccc(S(=O)(=O)NNC(=O)c2cnn(-c3ccc(Cl)cc3)c2C(F)(F)F)cc1 | -6 | -1 | -1 | 0 | i | 1 | 1.0 | 5 | -5 | i |
| Cc1ccccc1-c1cnc2c(c1)C(=O)N([C@@H](C)CO)C[C@@H](C)[C@H](CN(C)Cc1ccccc1F)O2 | -1 | 1 | 0 | -3 | i | -2 | -1.8 | -4 | · | i |
| COc1ccc(CCNC(=O)COC(=O)C2CC2)cc1OC | 3 | -3 | 2 | 0 | i | 2 | 0.4 | -2 | 0 | i |
| CC1=C(C(=O)OCCBr)C(c2cccc3ccccc23)NC(=O)N1 (configuration not stated) | -8 | -2 | 4 | 0 | i | -4 | -0.4 | -1 | -12 | i |
| CCOc1cc(C2C(C(=O)c3ccccc3)=C(C(=O)OC)Nc3nnnn32)ccc1O (configuration not stated) | -5 | 2 | -1 | 3 | i | -6 | -4.1 | 1 | -6 | i |
| O=[N+]([O-])c1ccccc1NCCNS(=O)(=O)c1ccc(Cl)cc1 | 1 | 4 | -4 | 0 | i | -26 | 1.1 | -3 | -11 | i |
| CCOC(=O)c1c(CSc2ccccc2)n(C)c2cc(Br)c(O)c(CN(C)C)c12 | -9 | 5 | 0 | 1 | i | 0 | 0.8 | -7 | -6 | i |
